VP16 counter: VP16 counterscreen qHTS for inhibitors of ROR gamma transcriptional activity. 310,000 compounds, 3.5% hits. Potency, µM (titrated, usually from 53.6 µM), inactives show at the top dose activity, negative = inhibition, most hits filed as inhibitors. Drosophila S2 Gal4-VP16 UAS-luciferase, luminescence, 20 h;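 note: Gal4-VP16 expression switched on by copper sulfate through the metallothionein promoter; potency is the fitted concentration of half-maximal effect; % is set by controls: 0 for no effect and ±100 for the full control effect; nearly all actives have a fitted effect of over 50% in size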
NPC1 prom act: qHTS Assay for NPC1 Promoter Activators | Huh7 NPC1 promoter luciferase reporter, 24 h | Potency, µM (titrated, usually from 9.22 µM), without a hit: top-dose activation, actives largely listed as activators | 320,000 compounds, 2.4% hits | AID 485313, 2010;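 note: potency is the fitted concentration of half-maximal effect; % of control where 0% means no effect; nearly all actives have a fitted effect of over 60% in size; reporter is driven by a mutant NPC1 promoter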
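Compounds in DMSO were transferred onto Huh7 NPC1-luciferase reporter cells pre-incubated 2 h; after 24 h at 37 °C, Amplite reagent was dispensed and luminescence recorded 10 min later.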
Tb PFK block: qHTS Assay to Find Inhibitors of T. brucei phosphofructokinase; AID 485367, 2010; T. brucei PFK, ADP-Glo luminescence; Potency, µM (doses to about 57.5 µM), inactives show at the highest dose activity, negative = inhibition, hits mostly inhibitors; ATP-dependent 6-phosphofructokinase (Trypanosoma brucei brucei), O15648; 330,000 compounds, 0.17% hits;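 note: potency is the fitted concentration of half-maximal effect; 0% = uninhibited 1x PFK enzyme wells and -100% = no-enzyme wells; nearly all actives have a fitted effect of over 60% in size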
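Compounds were pin-transferred as a titration series up to 57 uM into substrate buffer (0.5 mM F6P, 0.1 mM ATP, pH 8.0), then 1.25 nM PFK was added and reactions ran 45 min before ADP-Glo detection.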
uPA generation: qHTS for Inhibitors of Cell Surface uPA Generation. AID 540303, 2011. Potency, µM (doses to about 38.3 µM), without a hit: at the top dose activity change, negative = inhibition, hits mostly inhibitors. 330,000 compounds, 0.31% hits. cell surface uPA generation assay, qHTS; active = well fitted inhibition curve with a large enough effect; inconclusive = small, poorly fitted or top-dose-only effect; inactive = no such curve, though single readings can be large or run the other way; tested in mouse RAW 264.7 cells; note: potency is the fitted concentration of half-maximal effect; % is set by controls: 0 for no effect and ±100 for the full control effect; nearly all actives have a fitted effect of over 55% in size
KCNH2 3.1 inh: qHTS for Inhibitors of KCHN2 3.1: Mutant qHTS; Potassium voltage-gated channel subfamily H member 2, brain isoform KCNH2 3.1 (human); U2OS KCNH2 3.1, thallium flux FluxOr; stronger effect = lower value; activity change, % (tested at about 1.8 µM); 340,000 compounds, 0.95% hits; AID 720553, 2013;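 active = maximum activity change below -70%; inconclusive = maximum activity change from -70% to -50%; inactive = maximum activity change above -50%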;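 note: thallium influx rate constant from kinetic fluorescence after stimulation buffer; % is set by controls: 0 for no effect and ±100 for the full control effect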
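U2OS cells transduced with KCNH2 3.1 mutant virus (1.77 x 10^8 /mL, 4 h), plated overnight at 37 C, loaded 45 min with FluxOr dye plus Red40 quencher. Thallium flux rate constant from kinetic reads after stimulation buffer, normalised to controls.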
FBPA coupling cs: qHTS Assay for Inhibitors of Fructose-1,6-bisphosphate Aldolase from Giardia Lamblia: Coupling assay counterscreen | coupling enzyme system counterscreen, AmpLite Red fluorescence | activity change, negative = inhibition, % at 58.2 µM, hits read low | 290,000 compounds, 0.67% hits | AID 2472, 2010; in the data active = activity change below about -30%; note: % is set by controls: 0 for no effect and ±100 for the full control effect
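Fluorescence at 525 nm excitation and 598 nm emission measured inhibition of the coupled detection system without aldolase. Compounds (at 57.5 uM final) were preincubated 10 min at room temperature with coupling enzyme reagent before a 20 min substrate/AmpLite Red step.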
Rab9 promoter act: qHTS Assay for Rab9 Promoter Activators; Huh7 Rab9 promoter-luciferase reporter, luminescence, 24 h; Potency, µM (titrated, usually from 9.22 µM), for inactives: at the highest dose activation, negative = inhibition, actives largely listed as activators; 320,000 compounds, 2.8% hits; note: potency is the fitted concentration of half-maximal effect; % of control where 0% means no effect; nearly all actives have a fitted effect of over 60% in size
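Quantitative HTS format; Huh7 Rab9-luciferase reporter cells (1500/well) receive compound 2 h post-plating, incubate 24 h at 37 °C, then get luciferase reagent for 10 min before luminescence reading.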
FLuc modulator: qHTS profiling assay for firefly luciferase inhibitor/activator using purifed enzyme and Km concentrations of substrates (counterscreen for miR-21 project); Luciferin 4-monooxygenase (Photinus pyralis), P08659; purified FLuc, Km substrates, luminescence inhibition; Potency, µM (highest dose often 57.5 µM), for inactives: top-dose activity change, negative = inhibition, actives largely listed as inhibitors; 360,000 compounds, 6.9% hits;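 note: potency is the fitted concentration of half-maximal effect; plate controls were vehicle for no effect and reference inhibitor for full effect; nearly all actives have a fitted effect of over 55% in size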
Target sequence (P08659 whole entry, looked up): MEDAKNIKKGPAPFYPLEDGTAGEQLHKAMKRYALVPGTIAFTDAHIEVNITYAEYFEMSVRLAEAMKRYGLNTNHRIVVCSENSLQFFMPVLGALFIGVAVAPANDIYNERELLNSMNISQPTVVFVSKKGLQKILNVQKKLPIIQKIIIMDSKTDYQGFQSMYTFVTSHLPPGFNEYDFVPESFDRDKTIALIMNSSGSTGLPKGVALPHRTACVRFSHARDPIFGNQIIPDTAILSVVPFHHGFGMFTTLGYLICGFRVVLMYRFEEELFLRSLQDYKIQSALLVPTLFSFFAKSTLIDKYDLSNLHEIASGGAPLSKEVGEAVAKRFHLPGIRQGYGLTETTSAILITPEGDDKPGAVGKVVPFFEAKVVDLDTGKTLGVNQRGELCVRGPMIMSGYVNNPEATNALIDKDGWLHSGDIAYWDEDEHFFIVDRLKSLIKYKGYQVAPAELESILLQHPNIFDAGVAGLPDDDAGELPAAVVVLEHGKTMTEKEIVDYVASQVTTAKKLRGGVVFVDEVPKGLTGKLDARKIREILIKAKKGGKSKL
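Purified P. pyralis luciferase (10nM final) with 10uM D-luciferin and 10uM ATP (Km levels) in 50mM Tris acetate pH 7.5, 10mM Mg acetate, 0.01% Tween-20, 0.05% BSA; qHTS 6-point titration, ~60 µM downward; luminescence read.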
RORgamma inh: qHTS for inhibitors of ROR gamma transcriptional activity; Nuclear receptor ROR-gamma (Mus musculus), P51450; Drosophila S2 Gal4-RORgamma UAS-luciferase reporter, 20 h; Potency, µM (titrated, usually from 53.6 µM), for inactives: at the top dose activity change, negative = inhibition, actives largely listed as inhibitors; 310,000 compounds, 5.4% hits; AID 2551, 2010; note: potency is the fitted concentration of half-maximal effect; % is set by controls: 0 for no effect and ±100 for the full control effect; nearly all actives have a fitted effect of over 60% in size
Target sequence (P51450 whole entry, looked up, the tested form may be a part): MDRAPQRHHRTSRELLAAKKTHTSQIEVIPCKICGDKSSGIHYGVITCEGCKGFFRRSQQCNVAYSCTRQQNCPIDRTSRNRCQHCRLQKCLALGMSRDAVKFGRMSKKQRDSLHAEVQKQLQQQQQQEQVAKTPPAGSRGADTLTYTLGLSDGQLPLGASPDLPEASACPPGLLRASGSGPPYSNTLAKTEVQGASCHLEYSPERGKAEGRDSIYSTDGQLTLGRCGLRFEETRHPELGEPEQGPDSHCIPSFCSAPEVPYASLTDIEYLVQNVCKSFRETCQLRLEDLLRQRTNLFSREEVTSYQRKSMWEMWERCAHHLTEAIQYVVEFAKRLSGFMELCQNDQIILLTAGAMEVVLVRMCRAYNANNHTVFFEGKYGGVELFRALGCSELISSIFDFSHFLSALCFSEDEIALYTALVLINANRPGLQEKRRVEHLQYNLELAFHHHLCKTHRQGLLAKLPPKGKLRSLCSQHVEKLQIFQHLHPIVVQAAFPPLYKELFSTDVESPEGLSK
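ROR gamma transcriptional activity was tracked as Gal4-UAS luciferase output in stably transfected Drosophila Schneider cells, with compound added 1 hr before 700 uM copper sulfate induction and a 20 hr ambient-temperature incubation.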
Giardia kill: Small Molecules that selectively kill Giardia lamblia: qHTS. activity change, % at 7.66 µM, hits read low. 340,000 compounds, 0.15% hits. Giardia lamblia trophozoite viability; in the data active = activity change below about -80%; inconclusive = between about -30% and that limit;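 note: parasites exposed to compound for two days anaerobically before the ATP read; % is set by controls: 0 for no effect and ±100 for the full control effect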
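Media and compound were dispensed first, then trophozoites at 100 cells/well; plates sat 48 hrs at 37 deg C without oxygen before ATP luminescence reagent was added and read after 15-30 min at room temperature.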
ELG1 genotoxic: qHTS screen for small molecules that induce genotoxicity in human embryonic kidney (HEK293T) cells expressing luciferase-tagged ELG1. AID 504466, 2011. HEK293T ELG1-luciferase reporter, luminescence, 16 h. Potency, µM (top dose mostly 46 µM), for inactives: at the top dose activity change, positive = activation, actives largely listed as activators. 330,000 compounds, 1.3% hits; note: potency is the fitted concentration of half-maximal effect; % of control where 0% means no effect; nearly all actives have a fitted effect of over 60% in size
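DMSO vehicle served as control against compound-treated ELG1-luciferase HEK293T cells; exposure lasted 16 hr at 37 °C and 5% CO2, followed by ONE-Glo luminescence detection after 30 min.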
* marks the source's active call; other numbers are inactive results; ? = inconclusive; / = not tested or not shown; & = joins results of further samples. Unless noted, calls come from the whole dose curve; as a rule, active = well fitted curve in the direction sought with a large enough effect; inconclusive = small, poorly fitted or top-dose-only effect, or another doubt; inactive = no such curve, though single readings can be large; an effect the other way counts as inactive or inconclusive. Compounds were not picked by outcome. About 14% of those tested had a hit in this group.

Compound | Giardia kill | KCNH2 3.1 inh | RORgamma inh | uPA generation | VP16 counter | NPC1 prom act | Rab9 promoter act | ELG1 genotoxic | FBPA coupling cs | Tb PFK block | FLuc modulator
COc1ccc(CNC(=O)Cn2nc(C(F)(F)F)cc2C)cc1 | -17.0 | -4.9 | 0.8% | 13.9% | 7.8% | -2.1% | -9.3% | 0.9% | -0.9 | -3.5% | 2.0%
COc1ccc(CN2CCN(c3cc(C)nc4c5c(C)cc(C)nc5nn34)CC2)cc1F | -18.3 | -10.1 | 6.3% | 3.5% | 4.8% | -5.2% | -2.6% | -1.2% | -0.9 | -1.8% | 0.9%
Cc1nn(CC(=O)O)c(=O)c2ccccc12 | -18.4 | 2.9 | ? | -1.1% | -7.6% | -5.9% | 0.0% | -2.3% | 3.1 | 1.0% | -0.2%
COc1ccc(C(=O)Nc2ccc3ccccc3n2)cc1OC | 5.2 | 4.0 | 13.9% | 3.6% | 25.8% | 2.82µM* | 2.82µM* | ? | 1.5 | 4.3% | 13.5µM*
CN(C)c1ccc(-c2c(-c3ccc4c(c3)OCO4)noc2-c2ccsc2)cn1 | 2.8 | / | 14.8% | -24.3% | -4.5% | 9.8% | 9.4% | -1.0% | -4.5 | -5.9% | ?
COc1ccc(NC(=O)CN(c2ccc(C)cc2)S(=O)(=O)c2c(C)nn(C)c2C)cc1OC | -12.7 | -12.1 | 15.8µM* | -1.6% | ? | -4.8% | -1.5% | 5.4% | 0.5 | 2.3% | 4.3%
CCOc1ccc(CNc2ccc(CNc3ncn[nH]3)cc2)cc1 | -1.4 | 11.0 | 2.9% | 3.2% | ? | 0.0% | -2.9% | -7.2% | 0.7 | -3.3% | -4.7%
CC(=O)c1cc2c(cc1N)OCO2 | -17.8 | 14.4 | 2.9% | 6.4% | -0.1% | 10.6% | -3.6% | 1.1% | -10.7 | 1.9% | 3.2%
Cc1c(Cl)cccc1NC(=O)Nc1cccnc1 | 4.5 | -1.7 | 5.2% | 3.1% | -1.1% | -0.9% | 5.2% | -3.7% | -0.8 | -9.1% | ?
CC(=O)Nc1ccc(NC(=O)CSc2nncn2C)cc1 | 0.8 | 18.4 | -19.1% | -0.8% | -3.7% | 3.8% | 0.1% | -4.3% | -1.7 | 2.5% | -1.9%
CC(=O)c1cccc(NC(=O)C(OC(=O)/C=C/c2ccc3c(c2)OCO3)c2ccccc2)c1 (centres undefined) | 10.5 | -13.8 | 35.1% | -0.1% | 6.3% | 7.1% | 1.0% | 27.4% | -1.9 | 2.9% | 13.5µM*
N#Cc1ccccc1S(=O)(=O)N1CCN(C(=O)C2CCCCC2)CC1 | 10.0 | 6.7 | / | -26.0% | / | / | / | 0.4% | / | -18.6% | /
CSc1ccc(S(=O)(=O)N2CCC(C(=O)NCc3ccccn3)CC2)cc1 | -7.2 | 8.7 | -30.0% | 3.2% | 26.5% | -3.2% | -4.6% | -2.3% | 1.5 | -0.5% | 0.9%
Cc1ccc(SCC(=O)c2ccc[nH]2)cc1 | -6.2 | -17.1 | 16.8% | 2.5% | 24.1% | ? | ? | ? | 1.0 | 3.9% | 23.9µM*
N#CCCN1CCC(NC(=O)OCc2ccccc2)CCC1=O (centres undefined) | -2.5 | 7.9 | -12.1% | -15.0% | -0.9% | -0.2% | 0.1% | 2.5% | 1.7 | -7.1% | 0.2%
COc1nc(-c2ccccc2)ccc1-c1noc(COc2ccccc2)n1 | 5.3 | 0.2 | 26.9% | 6.1% | 16.8% | / | / | / | 4.7 | / | -15.4%
CCc1nc2ccccc2c(C(=O)OCCN2C(=O)c3ccccc3C2=O)c1C | -13.9 | -5.6 | 21.1% | -1.5% | -1.7% | -2.5% | -0.9% | -8.2% | 1.6 | 2.2% | -6.7%
CCn1c(SCC(=O)NCC(=O)Nc2ccc(F)cc2)nnc1-c1ccncc1 | -2.8 | -8.7 | -3.4% | 0.1% | -6.3% | -2.2% | 1.4% | -1.0% | 5.1 | 0.0% | -0.7%
CCCCNS(=O)(=O)c1ccc(OC)cc1 | 4.6 | 5.5 | -1.3% | 3.7% | -5.8% | -3.8% | -6.5% | -0.9% | 4.9 | 0.5% | 10.8%
CCC[C@@H](OS(N)(=O)=O)[C@@H](Cc1ccccc1)C(=O)OCC | -1.8 | -11.1 | -2.6% | -20.0% | 2.1% | -0.1% | -4.2% | -1.5% | 0.6 | -2.3% | 0.1%
COc1cc(C2NC(=O)NC(c3ccccc3)=C2C(C)=O)c(Cl)cc1OCC(=O)O (centres undefined) | 28.2 | 6.1 | -0.9% | 3.2% | -8.6% | -4.7% | 3.1% | -4.7% | 0.0 | 2.8% | -4.2%
CC(=O)N1CCc2c(sc(NC(=O)c3cccc(N4C(=O)CCC4=O)c3)c2C(N)=O)C1 | -5.3 | 2.1 | -2.1% | -25.9% | 0.1% | 1.5% | -0.2% | 6.6% | -27.7 | 1.7% | ?
O=C1CC(c2ccccc2)CN1C(=O)c1cccc([N+](=O)[O-])c1 (centres undefined) | -4.6 | -7.5 | 16.6% | 0.5% | 5.2% | -2.7% | -3.8% | 2.8% | 0.1 | 3.3% | 2.8%
O=C(CCCCCN1C(=O)c2cccc3cccc(c23)C1=O)NCc1ccco1 | -10.4 | 9.7 | 7.9% | -13.4% | -8.6% | -2.1% | 2.1% | 1.1% | 2.6 | -20.0% | -5.9%
Cc1nc(-c2ccccc2)sc1-c1n[nH]c(=S)n1C | -10.3 | -5.7 | 6.6% | 3.5% | -9.7% | -23.6% | 14.0% | 0.7% | 3.1 | 18.5% | 1.6%
O=C(Nc1nccs1)c1cc2c(s1)-c1ccccc1OC2 | 2.1 | -6.5 | 5.01µM* | ? | 4.47µM* | 2µM* | 3.16µM* | 8.2µM* | -0.6 | 1.4% | 1.69µM*
CCOC(=O)NC(=O)CN1C(=O)NC2(CCc3ccccc32)C1=O (centres undefined) | 7.2 | -7.1 | 0.2% | -1.0% | -13.3% | 3.0% | -0.2% | -14.6% | 1.2 | -6.2% | -2.2%
CCOC(=O)C1(Cc2cccc(OC)c2)CCCN(C(=O)CCN2CCCO2)C1 (centres undefined) | -3.2 | 17.7 | -12.8% | -0.3% | ? | 3.55µM* | 3.16µM* | 23.1µM* | / | 0.0% | 15.1µM*
Cc1cc(C)cc(N(CCC#N)C(=O)CSc2ncnc3sccc23)c1 | 15.9 | -25.2 | / | 3.2% | / | 0.7% | -10.8% | 1.6% | / | -2.2% | -2.0%
Cc1ccc(NC(=S)N2CCN(c3nccc(C(F)(F)F)n3)CC2)c(C)c1 | 13.9 | -18.7 | ? | 1.5% | -3.1% | -2.9% | -8.1% | 0.1% | 2.8 | 2.3% | -0.3%
CCn1cc(C(=O)NCCc2ccccc2)c(=O)c2cc(S(=O)(=O)N(C)C)ccc21 | 15.8 | -3.3 | -0.5% | -2.1% | 2.6% | -6.4% | -0.2% | 1.4% | -0.6 | 1.9% | 1.5%
Cc1ccc(NCc2nnc(SCC(N)=O)n2CC2CCCO2)c(C)c1 (centres undefined) | 7.6 | -5.3 | 19.3% | -2.7% | -1.3% | -0.6% | -1.8% | 11.7% | -1.6 | -0.8% | 2.6%
Cc1nnc(OC(C)C)c2nn(-c3ccccc3F)c(C)c12 | 5.7 | 16.5 | 7.0% | 1.7% | 15.6% | -4.0% | -10.5% | -6.4% | 4.0 | 2.2% | 8.1%
Cc1ccc(S(=O)(=O)NC(=O)c2ccc(Br)o2)c(C)c1 | -3.6 | -1.3 | 1.2%&8.5% | 12.0% | 1.0%&-4.3% | -2.6% | -3.2% | 3.8% | -0.5&0.0 | -1.0% | -9.9%
Cc1cc(C(F)(F)F)nn1Cc1n[nH]c(=S)n1-c1cccc(Cl)c1 | -6.5 | -10.9 | 11.2µM* | 6.3% | ? | -3.6% | -4.8% | -0.6% | 6.5 | 1.3% | -0.4%

From PubChem BioAssay
